# Scp1 inh = Scp-1 (human) phosphatase inhibition | Recombinant Scp1, phosphopeptide, malachite green phosphate absorbance | Q9GZU7 | inhibition, % at 20 µM | 0.88% of 340,000 active;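 active = inhibition above about 50% at 20 µM, limit read from the data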;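 also: plate controls were DMSO wells with enzyme for no effect and wells lacking enzyme for full effect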
# Target sequence (Q9GZU7 76-261 limits assumed): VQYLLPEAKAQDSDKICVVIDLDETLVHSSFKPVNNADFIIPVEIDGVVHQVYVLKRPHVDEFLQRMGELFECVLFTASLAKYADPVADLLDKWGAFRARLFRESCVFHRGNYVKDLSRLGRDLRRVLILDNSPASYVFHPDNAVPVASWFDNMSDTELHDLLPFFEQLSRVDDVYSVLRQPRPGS
#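 System: truncated SCP-1 phosphatase (76-261aa); medium: Tris acetate buffer pH 5.5 with MgCl2 and Tween-20; incubation: 45 min room-temperature reaction, 5 min colour, 30 min stabiliser; compound: single 20 µM dose, 1% DMSO; reagent: Phosphorylated 17-residue peptide substrate; read-out: % inhibition at 20 µM; technique: colorimetric free-phosphate detection, absorbance 630 nm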
# CSN deneddyl inh = CSN deneddylation inhibition. Q92905. Purified CSN, SCF-Nedd8-OG deneddylation, fluorescence polarization. inhibition, % at 12.5 µM. 0.38% of 360,000 active. AID 651999;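 active = pattern-corrected inhibition above about 35%, with an unprinted fluorescence ratio check between 0.5 and 1.5, limit read from the data, passing the limit was not always enough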;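 also: 0% = enzyme with substrate and 100% = substrate without enzyme; some results filed as inactive read as strong as hits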
#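 Assay system: Purified human Csn5 enzyme expressed in HEK293T cells | Amount: Enzyme 0.24 nM | Measured by: Fluorescence polarization readout | Medium: Tris/NaCl/DTT buffer, pH 7.5 | Compound dosing: One concentration, 12.5 µM, 0.25% DMSO | Times: 90 min incubation of compound, enzyme and substrate at room temperature | Control set: no-enzyme wells high, enzyme-with-substrate wells low | Read-out: % inhibition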
# STEP inh = blocks human striatal-enriched tyrosine phosphatase; recombinant STEP, OMFP fluorogenic substrate, fluorescence; inhibition, % at 20 µM; 0.25% of 360,000 active; AID 588621;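 active = inhibition at 20 µM, scaled per plate between control wells, above about 37%, limit read from the data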;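 also: 0% = DMSO with enzyme and substrate and 100% = substrate only without enzyme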
#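 System: isolated STEP enzyme; schedule: 20 min enzyme reaction at room temperature, protected from light; medium: Bis-Tris buffer pH 6.0, 2.5 mM DTT, 0.005% Tween 20; signal: fluorescence, 480/540 nm; dosing: single compound dose of 20 µM, 1% DMSO final; also added: OMFP substrate, 25 µM final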
# Rin1 Abl inh = blocks binding of human Rin1 to Abl; 0.4% of 360,000 active; TR-FRET Rin1/Abl binding, biochemical; inhibition, % at 7.35 µM; P00519+Q13671; in the data active = inhibition above about 5%, passing the limit was not always enough
# SUMO1 PPI mod = alters human SUMO1 binding to SIM partners; inhibition, % at 20 µM; SUMO1 binding to a labelled peptide, TR-FRET, 1 h; P63165; 0.33% of 360,000 active; in the data active = inhibition above about 37%
# Target sequence (P63165 whole entry, looked up): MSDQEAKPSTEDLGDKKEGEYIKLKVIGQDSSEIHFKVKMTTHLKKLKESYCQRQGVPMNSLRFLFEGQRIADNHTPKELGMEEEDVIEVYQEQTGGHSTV
# DNMT1 inh = blocks human DNA methyltransferase DNMT1; DNMT1 molecular beacon, Hinp1I cleavage, fluorescence; 0.83% of 360,000 active; inhibition (reported as % activation of signal), % at 10 µM; P26358; in the data active = inhibition above about 50%
# Rpn11 inh = inhibitors of human proteasome Rpn11. O00487. human 26S proteasome, Ub4-pepOG fluorescence polarization; 20S core pre-blocked with epoxomicin. calls only at 20 µM. 0.59% of 360,000 active;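 active = inhibition at 20 µM, scaled to each plate's controls, above about 33%, limit read from the data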
# Target sequence (O00487 whole entry, looked up): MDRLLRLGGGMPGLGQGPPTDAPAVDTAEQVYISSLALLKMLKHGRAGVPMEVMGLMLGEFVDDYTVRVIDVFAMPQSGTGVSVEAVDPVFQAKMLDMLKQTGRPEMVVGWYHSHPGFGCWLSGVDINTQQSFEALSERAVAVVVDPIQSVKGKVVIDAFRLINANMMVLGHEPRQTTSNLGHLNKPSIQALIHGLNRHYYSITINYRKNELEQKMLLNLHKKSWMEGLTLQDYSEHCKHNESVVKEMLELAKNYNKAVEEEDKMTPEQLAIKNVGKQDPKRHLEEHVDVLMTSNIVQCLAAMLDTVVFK
# NadD block = NadD (S. aureus) enzyme inhibition. purified NadD enzyme, colorimetric absorbance read-out. inhibition, % at 20 µM. 0.78% of 360,000 active. AID 602399; in the data active = inhibition above about 26%; also: some compounds past the cut are filed as inactive
# LMPTP inh = LMPTP (human) inhibition | recombinant LMPTP-A, OMFP fluorogenic substrate, fluorescence intensity | inhibition, % at 20 µM | 0.22% of 360,000 active;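 active = compounds that cut the enzyme signal by at least half of the control window in the single-dose screen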;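 also: plate controls were DMSO wells with enzyme plus substrate for no effect and substrate without enzyme for full effect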
# Target sequence (P24666 whole entry, looked up): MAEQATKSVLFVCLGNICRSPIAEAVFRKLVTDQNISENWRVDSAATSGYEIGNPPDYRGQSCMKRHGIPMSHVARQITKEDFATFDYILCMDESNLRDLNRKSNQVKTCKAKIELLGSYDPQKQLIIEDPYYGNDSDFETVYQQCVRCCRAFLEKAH
#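 test system = LMPTP-A | amount = 0.625 nM LMPTP-A final | reagent = fluorogenic phosphatase substrate OMFP at 400 µM final | incubation = 50 min at room temperature | benchmarks = no-enzyme low control, uninhibited high control | medium = Bis-Tris pH 6.0, DTT, detergent | signal = fluorescence intensity of OMFP turnover product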
# Neddyl block = cullin neddylation inhibition; TR-FRET cullin neddylation, biochemical; 0.58% of 360,000 active; calls only at 25 µM; P61081+Q13564; in the data active = inhibition above about 36%
# Numbers without * were called inactive; i = inactive; . = not tested or not shown; + = active, no number.
nr	Scp1 inh	CSN deneddyl inh	STEP inh	Rin1 Abl inh	SUMO1 PPI mod	DNMT1 inh	Rpn11 inh	NadD block	LMPTP inh	Neddyl block	canonical_smiles
1	-14	1	6	3	-1	-5	i	6	3.0	i	Cc1nn(-c2nc3ccccc3s2)c(N)c1-c1ccc(Cl)cc1
2	-3	-3	0	-2	0	1	i	-6	-0.3	i	C=CCN(CC=C)C(=O)CN1C(=O)NC(C)(c2ccc3cc(OC)ccc3c2)C1=O (stereo not drawn)
3	.	-6	0	-1	1	-8	i	3	2.2	i	C#CC1(O)CCC2C3CCC4=Cc5oncc5CC4(C)C3CCC21C (stereo not drawn)
4	35	10	3	4	-1	-6	i	-1	3.6	i	Cc1nn(Cc2ccc(C(=O)Nc3ccc(C(=O)OC(C)C)cc3)o2)c(C)c1Cl
5	3	-3	-2	4	7	-24	i	20	3.2	.	COc1ccc(-c2c(-c3cc(OC)cc(OC)c3)n(C)c3ccc(-c4ccn[nH]4)cc23)cc1
6	-11	-4	-1	3	2	-13	i	-7	2.5	i	Cc1cccc(CN2C(=O)[C@H]3Cc4c([nH]c5ccccc45)C(C)(C)N3C2=O)c1
7	-6	-1	3	1	6	1	i	-2	-1.4	i	Cc1c(Cl)cccc1NC(=O)COC(=O)Cn1cnc2c1c(=O)n(C)c(=O)n2C
8	2	0	3	-2	-11	1	i	-12	-1.5	.	Cc1cc(C)c2nc(-c3ccccn3)cc(C(=O)NCc3cc(C)n(C)n3)c2c1
9	-7	-6	-2	-2	5	1	i	2	3.1	i	COc1cc(OC)c(OC)cc1CN1CCN(c2ccc(F)cc2)CC1
10	11	-3	2	-2	-18	-15	i	23	2.1	i	O=S(=O)([N-]c1nc2ccccc2nc1-n1cc[n+](Cc2ccccc2)c1)c1ccc(Br)cc1
11	-2	-1	-4	0	2	3	i	-3	0.2	i	CSCCC(NC(=O)c1ccco1)C(=O)NCc1ccc(F)cc1 (stereo not drawn)
12	0	-1	-2	-5	1	-1	i	2	-0.5	i	COC(=O)CCC(=O)NC(=S)Nc1ccccc1F

# Further structures:
nr	Scp1 inh	CSN deneddyl inh	STEP inh	Rin1 Abl inh	SUMO1 PPI mod	DNMT1 inh	Rpn11 inh	NadD block	LMPTP inh	Neddyl block	canonical_smiles
13	2	-4	1	0	-1	-3	i	10	-0.6	i	O=C(c1cnc2n(c1=O)CCS2)N1CCN(C(c2ccccc2)c2ccc(Cl)cc2)CC1 (stereo not drawn)
14	0	3	-3	0	0	-4	i	-5	1.1	i	COC(=O)c1ccc(NC(=O)CN2CCCC2)cc1
15	-8	1	2	2	2	-2	i	1	-0.8	i	CCn1c(Cc2ccccc2)nnc1SCC(=O)NC1CC1
16	-12	4	-1	0	2	-1	i	-4	-1.1	i	CCCN(CC(=O)Nc1ccccc1C)C(=O)c1ccc(S(=O)(=O)N2CCCCCC2)cc1
17	0	4	-2	5	-28	2	i	1	-0.7	i	O=C(COC(=O)C1CC1)Nc1ccc([N+](=O)[O-])cc1C(F)(F)F
18	-1	4	0	3	-12	-10	i	1	1.3	i	CCOC(=O)c1c(C)oc2c1C(=O)c1ccccc1C2=O
19	3	0	0	3	2	-1	i	-4	2.2	i	CCOc1ccc(C(=O)COC(=O)c2cccc(-n3cnnn3)c2)cc1
20	-2	-1	1	2	1	-3	i	5	-0.7	i	CC1(C)CSC(C)(C)C(=O)N1
21	2	0	6	3	-2	3	i	10	2.2	i	COc1ccc(N/C(N)=N/c2nc(CSc3ccc(C)cc3)cc(=O)[nH]2)cc1
22	29	-3	-1	-2	4	1	i	-7	0.4	i	COc1ccc(/C=C/C(=O)O)cc1S(=O)(=O)NCc1ccccc1
23	3	1	1	0	-7	1	i	3	2.8	i	CCOC(=O)c1sc2nc(CSc3ccccc3)nc(N3CCC(C(N)=O)CC3)c2c1C
24	-3	-4	-1	2	3	0	i	-4	-0.3	i	CN1CCC(N(C)C(=O)c2ccc(Cl)c(S(=O)(=O)Nc3ccc(Cl)cc3)c2)CC1

# The listing continues.
nr	Scp1 inh	CSN deneddyl inh	STEP inh	Rin1 Abl inh	SUMO1 PPI mod	DNMT1 inh	Rpn11 inh	NadD block	LMPTP inh	Neddyl block	canonical_smiles
25	-7	3	3	0	-4	-1	i	-4	-0.3	i	Clc1ccc(Cn2nnc(-c3ccc(CN4CCOCC4)cc3)n2)cc1
26	-3	23	-1	1	-7	2	i	-6	-3.2	+	Cc1ccc(C2NC(=O)c3c(sc4c3CCN(C)C4)N2)o1 (stereo not drawn)
27	3	6	4	3	1	3	i	-2	2.4	i	O=C(CSc1ncnc2sc3c(c12)CCCCC3)NCc1ccco1
28	-5	-2	1	-1	1	7	i	-5	0.0	i	O=C(c1ccccc1SCc1ccccc1)N1CCCCCC1
29	-2	0	2	1	2	1	i	1	-1.2	i	O=C(CNC(=O)c1ccccc1Br)NNC(=O)c1cccs1
30	-4	-3	-1	4	-3	-10	i	-7	0.0	i	O=C(CNC(=O)c1ccco1)Nc1cc(Cl)ccc1N1CCOCC1
31	-2	-3	0	-3	-6	-3	i	-7	1.7	i	COc1ccc(NC(=O)CN2CCN(C3c4ccccc4-c4ccccc43)CC2)cc1
32	-3	-7	1	2	1	3	i	-2	1.0	i	O=c1[nH]c2ccccc2n2cnnc12
33	-4	-3	-1	1	3	4	i	-3	-2.5	i	Cc1cc(=O)oc(C)c1C(=O)Nc1ccccc1F
34	-8	-10	-1	-2	-6	1	i	-3	0.6	i	COc1cccc(OCCOCC(O)CN2CCN(Cc3ccc(Cl)cc3)CC2)c1 (stereo not drawn)
35	-7	-1	2	-4	0	0	i	-9	-0.5	i	CC1(C)Cc2c(cnn2-c2ccccc2)C(NC(=O)c2ccoc2)C1 (stereo not drawn)
36	-7	-3	5	-2	5	1	i	-3	-0.6	i	O=C(NCc1ccco1)c1cc(S(=O)(=O)NC2CC2)ccc1Br

# Some of these compounds in order of their number in Rin1 Abl inh, smallest number first:
nr	Scp1 inh	CSN deneddyl inh	STEP inh	Rin1 Abl inh	SUMO1 PPI mod	DNMT1 inh	Rpn11 inh	NadD block	LMPTP inh	Neddyl block	canonical_smiles
35	-7	-1	2	-4	0	0	i	-9	-0.5	i	CC1(C)Cc2c(cnn2-c2ccccc2)C(NC(=O)c2ccoc2)C1 (stereo not drawn)
31	-2	-3	0	-3	-6	-3	i	-7	1.7	i	COc1ccc(NC(=O)CN2CCN(C3c4ccccc4-c4ccccc43)CC2)cc1
33	-4	-3	-1	1	3	4	i	-3	-2.5	i	Cc1cc(=O)oc(C)c1C(=O)Nc1ccccc1F

# The main list resumes, starting 4 compounds before the break.
nr	Scp1 inh	CSN deneddyl inh	STEP inh	Rin1 Abl inh	SUMO1 PPI mod	DNMT1 inh	Rpn11 inh	NadD block	LMPTP inh	Neddyl block	canonical_smiles
33	-4	-3	-1	1	3	4	i	-3	-2.5	i	Cc1cc(=O)oc(C)c1C(=O)Nc1ccccc1F
34	-8	-10	-1	-2	-6	1	i	-3	0.6	i	COc1cccc(OCCOCC(O)CN2CCN(Cc3ccc(Cl)cc3)CC2)c1 (stereo not drawn)
35	-7	-1	2	-4	0	0	i	-9	-0.5	i	CC1(C)Cc2c(cnn2-c2ccccc2)C(NC(=O)c2ccoc2)C1 (stereo not drawn)
36	-7	-3	5	-2	5	1	i	-3	-0.6	i	O=C(NCc1ccco1)c1cc(S(=O)(=O)NC2CC2)ccc1Br
37	-9	0	-1	1	0	2	i	4	1.5	i	COc1ccc(CC(=O)N2CCN(c3ccccc3)CC2)cc1OC
38	-2	-1	3	-2	2	3	i	7	-0.5	i	CC(C)NC(=O)C(=O)NNC(=O)C12CC3CC(CC(C3)C1)C2
39	0	2	-3	-1	-3	1	i	-2	-1.4	i	O=C(CSc1ncnc2c1cnn2-c1ccccc1)Nc1ccccc1
40	-3	-2	-2	-2	-4	-1	i	-7	-0.7	i	CCOC(=O)C1(CC2CC2)CCN(Cc2ccc(C(=O)OC)cc2)CC1
41	0	8	2	1	8	3	i	1	1.0	i	Cc1ccc2cc(/C=N/NC(=O)c3ccccc3[N+](=O)[O-])c(Cl)nc2c1
42	-8	-3	4	4	-1	0	i	1	0.2	i	CNC(=O)c1ccc(NC(=O)c2cc(S(=O)(=O)N3CCOCC3)ccc2N2CCCC2)cc1
43	-5	-3	0	-1	-5	-2	i	-3	0.2	i	CC1CCCCN1C(=O)CSc1nnc2c(n1)[nH]c1ccccc12 (stereo not drawn)
44	-12	2	-1	-3	0	4	i	-3	-1.1	i	Cc1ccccc1S(=O)(=O)Cc1ccc(C(=O)N2CC(C)CC(C)C2)o1 (stereo not drawn)
45	-7	3	1	2	1	0	i	-5	-1.2	i	CC(C)NC(=O)N(O)C1N(Cc2ccc3c(c2)OCO3)C(=S)SC1(C)C (stereo not drawn)
46	3	2	4	-2	2	-2	i	-6	2.0	i	C(=C\c1ccccc1)/CSc1nnc(-c2ccccc2)n1Cc1ccco1
47	-7	-7	-1	-2	-8	6	i	5	-1.2	i	O=C1c2cccc3cccc(c23)C(=O)N1Cc1ccco1
48	1	-3	-5	-1	3	1	i	-3	0.8	i	CS(=O)(=O)N1CCCC(C(=O)NCc2ccco2)C1 (stereo not drawn)
49	-1	3	0	-3	2	-3	i	3	1.5	i	CC[C@]1(C(=O)OC)[C@H]2C(=O)N(Cc3ccccc3)C(=O)[C@H]2[C@H]2CN=C(SCC(=O)c3ccccc3)N21
50	.	-3	-1	2	0	1	i	2	-0.3	i	CC(=O)Nc1cccc(-c2ccnc3c2CC(C(=O)NCC2CC2)O3)c1 (stereo not drawn)
51	-1	-3	6	-1	3	4	i	-4	-0.1	i	O=C(CCC(=O)N1CCOc2ccccc21)NC1CCCCCC1

# Compound activity deposited in PubChem by several laboratories.
